# Bioassay records deposited in PubChem BioAssay by Southern Research Specialized Biocontainment Screening Center.
# tuberculosis growth – growth inhibition of non-replicating M. tuberculosis (AID 488890); Mycobacterium tuberculosis non-replicating, growth inhibition; higher % means a stronger effect; inhibition, % at 25 µM, or IC50 in µM where a hit was titrated; 320,000 compounds, 0.39% hits; in the data active = a potency from the dose series; inconclusive = inhibition mostly from about 82% at the one dose, without a potency; inactive = the rest, 99 in 100 with inhibition below about 76%;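 also: plate controls were DMSO cells for no effect and high antibiotic wells for full effect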
# influenza NS1A – H1N1 influenza NS1A inhibitors, functional cell based assay (AID 504329) | NS1A functional cell-based assay, percent inhibition; higher % means a stronger effect | 340,000 compounds, 0.3% hits | inhibition, % at 12.5 µM, or IC50 in µM where a hit was titrated; in the data active = a potency from the dose series; inconclusive = inhibition above about 27% without an active follow-up result; also: strong numbers were not always called active
# Salmonella PhoP GFP – PhoP regulon inhibitors, Salmonella typhi PhoP promoter GFP reporter, confirmatory (AID 1850). 310,000 compounds, 0.33% hits. Salmonella Typhi PhoP-promoter GFP reporter, fluorescence, 4 h; higher % means a stronger effect. one-dose inhibition, % at 50 µM; IC50 in µM for titrated hits; in the data active = a potency from the dose series; inconclusive = inhibition mostly from about 25% at the one dose, without a potency; inactive = the rest, 99 in 100 with inhibition below about 19%;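 also: 0% = induced wells with vehicle and 100% = uninduced wells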
# M. tuberculosis HTS – M. tuberculosis growth inhibition, HTS (AID 449762); inhibition, % at 25 µM; hits with a dose series show IC50 in µM; 330,000 compounds, 0.59% hits; M. tuberculosis H37Rv growth inhibition, 7H9 media; higher % means a stronger effect; in the data active = a potency from the dose series; inconclusive = inhibition above about 70% without an active follow-up result;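 also: bacterial growth assessed after seven days of incubation; strong numbers were not always called active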
# inhibitors of VEEV – inhibitors of VEEV TC-83 cytopathic effect, confirmation, Vero cells (AID 588727); one-dose inhibition, % at 20 µM; IC50 in µM for titrated hits; 350,000 compounds, 0.13% hits; Vero cells, VEEV TC-83 cytopathic effect inhibition; higher % means a stronger effect; in the data active = a potency from the dose series; inconclusive = inhibition mostly from about 14% at the one dose, without a potency; inactive = the rest, 99 in 100 with inhibition below about 12%; also: strong numbers were not always called active
# inhibitors of VEEV 10K pilot screen – recorded beside inhibitors of VEEV, whose call it bears; inhibition, %; measured here: 10K pilot screen inhibition
# Numbers without * were called inactive; i = inactive; u = inconclusive; x = not tested or not shown.
SMILES,tuberculosis growth,influenza NS1A,Salmonella PhoP GFP,M. tuberculosis HTS,inhibitors of VEEV,others
CCOc1ccc(C2=Nc3ccccc3C(c3ccc(N4CCOCC4)cc3)=NN2)cc1,26%,3%,0%,u,3.5%,
O=[N+]([O-])c1cc(/C=N/Nc2nc3ccccc3[nH]2)c(O)cc1O,-11%,x,19µM*,7%,x,
CCOc1ccc(/C=C(/C#N)c2nnc(N3CCOCC3)n2-c2ccccc2)cc1OC,x,2%,x,x,6.2%,
Cc1ccc(Sc2ncccc2N)cc1,i,x,4%,8%,i,
COC(=O)c1c(NC(=O)CSc2nnc3ccccn23)sc2c1CCC2,-6%,-5%,0%,-3%,0.9%,
O=C(COC(=O)Cc1cccc(C(F)(F)F)c1)Nc1ccc2[nH]c(=O)[nH]c2c1,-7%,0%,-1%,2%,1.6%,
CCn1cc(S(=O)(=O)c2ccc(Cl)cc2)c(=O)c2cc(OC)ccc21,-12%,9%,-4%,13%,1.3%,
CCOC(=O)C(CCC#N)(CCC#N)C(=O)OCC,-5%,-23%,-2%,-3%,i,
Cc1ccc(N2N=C(c3ccc(F)cc3)CC2c2ccco2)cc1 (stereo unspecified),31%,-21%,-33%,11%,1.6%,
Cc1cccc(CN2CCCC(C(=O)Nc3ccccc3Oc3cccnc3)C2)c1 (stereo unspecified),16%,1%,2%,9%,0.6%,

# Part of the list above in order of heavy-atom count, smallest number first.
SMILES,tuberculosis growth,influenza NS1A,Salmonella PhoP GFP,M. tuberculosis HTS,inhibitors of VEEV,others
Cc1ccc(Sc2ncccc2N)cc1,i,x,4%,8%,i,
CCOC(=O)C(CCC#N)(CCC#N)C(=O)OCC,-5%,-23%,-2%,-3%,i,
CCn1cc(S(=O)(=O)c2ccc(Cl)cc2)c(=O)c2cc(OC)ccc21,-12%,9%,-4%,13%,1.3%,

# Carrying on.
SMILES,tuberculosis growth,influenza NS1A,Salmonella PhoP GFP,M. tuberculosis HTS,inhibitors of VEEV,others
COCc1cc(=O)n2[nH]c(N)nc2n1,-2%,3%,6%,9%,0.3%,
Cn1c(SCC(=O)NC2CC2)nnc1-c1ccco1,-10%,19%,-10%,-2%,1.4%,
COc1ccccc1CCNC(=O)CCC(=O)N1CC2C[C@@H](C1)Cn1c2cccc1=O,16%,-7%,-1%,-9%,1.4%,
COc1ccccc1NC(=O)COC(=O)c1cnc(C)cn1,-6%,4%,-2%,-1%,i,
COc1cccc(/C=C2\SC(=S)N(C(Cc3ccccc3)C(=O)O)C2=O)c1 (stereo unspecified),16%,-11%,-1%,4%,i,
N/C(CS(=O)(=O)c1ccc(F)cc1)=N\O,-2%,-5%,-20%,3%,6.6%,
COc1ccc(NC(=O)CSc2nnc(-c3cccs3)n2N)cc1S(N)(=O)=O,2%,-3%,x,-5%,0.8%,
Cc1noc(C)c1S(=O)(=O)N1CCCC(C(=O)NCCc2ccccc2)C1 (stereo unspecified),-9%,2%,1%,2%,i,
Cc1cc(C)c(NC(=O)COC(=O)c2cc([N+](=O)[O-])ccc2N2CCOCC2)c(C)c1,-6%,1%,0%,-10%,1.2%,
C=CCOc1c(CCC)cc(CCC)cc1C(N)=O,17%,8%,11%,2%,1.1%,
Cc1cc(C)c(S(=O)(=O)N2CCN(C(=O)c3ccc(-n4nc(C)c(Cl)c4C)cc3)CC2)c(C)c1,x,-4%,x,x,3.8%,
CCCCOC(=O)CCc1c(C)[nH]c(=S)[nH]c1=O,0%,-5%,-3%,2%,0.1%,
CCN(CC(=O)Nc1ccc(NC(C)=O)cc1)C(=O)c1ccc(=O)[nH]c1,-11%,16%,-4%,-14%,0.2%,
COCCn1cnnc1SCC(=O)Nc1ccc(N2CCCCC2)cc1,9%,-11%,x,-5%,5.2%,
COc1ccc(CNC(=O)c2ccc[nH]2)cc1,34%,0%,16%,0%,0.6%,
O=C(CSc1ccc(Cl)cc1)Nn1cnnc1,34%,8%,10%,-2%,0.8%,
COc1cccc(CSc2nc3ccccc3[nH]2)c1,66%,-4%,1%,9%,1.4%,
COC(=O)Nc1ccc2ccc3c(NC(=O)OC)ccc4ccc1c2c43,x,-7%,x,x,12%,
Cc1ccc2nc(SCc3nnc(-c4ccccc4[N+](=O)[O-])o3)c(C#N)cc2c1,x,-8%,x,x,1.2%,
C/C(=N\NC(=O)c1cccc(S(=O)(=O)N2CCOCC2)c1)c1ccco1,21%,-5%,13%,-4%,0.2%,
CSc1ccc(C2NC(=O)CCC2[N+](=O)[O-])cc1 (stereo unspecified),-2%,-1%,10%,4%,i,
COc1ccc(CN(C)C(=O)c2cnc(OC)cc2C(F)(F)F)c(OC)c1,3%,8%,6%,5%,i,
O=C(Nc1ccc(F)c(Cl)c1)c1ccccc1,54%,-23%,-6%,0%,4.8%,
COc1ccc(NC(=O)CCCc2nnc3n(C)c(=O)c4sccc4n23)cc1,0%,-9%,3%,-2%,0.9%,
Cc1ccc(CNC(=O)C2CCN(S(=O)(=O)N3CCCCC3)CC2)cc1,4%,-6%,-9%,6%,2.0%,
Cn1c(CNC(=O)OC(C)(C)C)nnc1SCc1c(Cl)cccc1Cl,22%,-3%,1%,-6%,1.5%,
CNC(=O)C(=O)NCCCN1CCOCC1,8%,-4%,12%,8%,0.9%,
Cc1nn(CC(=O)N/N=C/c2ccc(F)cc2)c(C)c1[N+](=O)[O-],-14%,0%,2%,6%,0.2%,
Oc1cccc2ccc(/C=C/c3ccc(Br)s3)nc12,u,1%,6%,-8%,0.4%,
Cc1ccccc1NC(=O)C1C2/C=C\CCCCC21 (stereo unspecified),-13%,-2%,-5%,-2%,i,
COc1ccc(CNC(=O)c2ccc(CS(=O)Cc3ccc(Cl)cc3)o2)cc1 (stereo unspecified),14%,3%,4%,-3%,i,
CCOc1ccc(NS(=O)(=O)c2cnc(Cl)c(Cl)c2)cc1,48%,-5%,8%,u,6.0%,
Cn1c(C(=O)NC2CCCCC2)cc2sccc21,18%,5%,0%,8%,2.3%,
Cc1cccc(NC(=O)c2ccc3ccccc3n2)n1,-38%,-14%,4%,51%,5.8%,
COc1ccc(Nc2nc(NCc3ccco3)nc(N/N=C/c3ccccc3Cl)n2)cc1,69%,-7%,-8%,14%,8.7%,
C=CCc1ccccc1OCC(=O)O,-4%,-16%,-2%,5%,0.4%,
CCCN(CCC)Cc1c(C(=O)N/N=C/c2ccoc2)nnn1-c1nonc1N,2%,-4%,6%,6%,i,
O=C(N/N=C/c1cccc([N+](=O)[O-])c1O)c1cccs1,2.3µM*,7.4µM*,-6%,-1%,0.6%,
O=S(Cc1ccccc1)c1ccccc1 (stereo unspecified),x,-18%,x,x,i,
CC(NCc1ccccc1O)c1ccccc1 (stereo unspecified),9%,-6%,-2%,-1%,0.9%,
CN(C)c1ccc(N2C(=NC(=O)CC3CCCCC3)SC3CS(=O)(=O)CC32)cc1 (stereo unspecified),29%,5%,-3%,0%,0.9%,
CCCC[C@@]1(C2CCCC2)Cc2cc(OCC(=O)O)c(Cl)c(Cl)c2C1=O,28%,2%,13%,17%,1.1%,
COCCCNC(=O)CC(NS(=O)(=O)c1ccc(OC)cc1)c1ccc(OC)cc1 (stereo unspecified),6%,-3%,10%,1%,3.9%,
CN(C)C(CNC(=O)C1CC(=O)N(Cc2ccccc2)C1)c1ccccc1 (stereo unspecified),-9%,-2%,3%,-8%,7.6%,
CCOC(=O)CSc1nc2c(c(=O)[nH]c(=O)n2C)n1C/C=C(/C)Cl,41%,1%,4%,2%,1.6%,
CCOC(=O)N1CCN(c2ncnc3scc(-c4ccccc4)c23)CC1,12%,-3%,-1%,8%,4.7%,
Cc1nnc(NC(=O)C2CCN(S(=O)(=O)c3ccc(F)c(Cl)c3)CC2)o1,x,-4%,x,x,i,
CCNc1nc(NCC)nc(OCCOC(=O)c2ccccc2)n1,10%,6%,-4%,-1%,2.0%,
COc1ccc(OC)c(NC(=O)CSC2=C(C#N)C(c3ccco3)C3=C(CCCC3=O)N2)c1 (stereo unspecified),12%,-3%,8%,28%,9.1%,
Cn1c(=O)cc(C(=O)N/N=C/c2ccc(Cl)cc2)[nH]c1=O,-24%,x,0%,-6%,i,
# More results.
SMILES,tuberculosis growth,influenza NS1A,Salmonella PhoP GFP,M. tuberculosis HTS,inhibitors of VEEV,others
O=C(CN1C(=O)NC2(CCCCC2)C1=O)Nc1cc(C(F)(F)F)ccc1N1CCOCC1,x,-10%,x,x,7.2%,
Cc1ccccc1COCCN1CCN(S(=O)(=O)c2ccccc2)CCC1=O,9%,-18%,10%,-1%,2.7%,
Cc1cc(C)c(C(N)=O)c(SCC(=O)c2cc(C)n(-c3cc(C)on3)c2C)n1,-10%,-3%,x,-9%,0.4%,
Cn1c(N)c(S(=O)(=O)N2CCN(c3cccc(Cl)c3)CC2)c(=O)n(C)c1=O,2%,-4%,1%,3%,7.7%,
N/C(=N\OC(=O)CCCc1ccccc1)c1ccccn1,23%,0%,-9%,-4%,i,
CCS(=O)(=O)Nc1ccc(C2=NN(C(=O)c3ccco3)C(c3cccs3)C2)cc1 (stereo unspecified),23%,-2%,-2%,7%,7.7%,
COC(=O)c1cn(-c2ccc(Cl)cc2)c(=O)c2ccccc12,34%,-19%,0%,1%,6.7%,
CCc1cc2c(=O)c(-c3nc4ccccc4[nH]3)coc2cc1OC(=O)N1CCOCC1,11%,-20%,-5%,6%,i,
CCCCc1ccc(NC(=O)Nc2cccnc2)cc1,46%,-5%,12%,4%,4.1%,
O=C(O)Cn1nc(C(F)(F)F)c2c1CCCC2,-18%,x,2%,-6%,1.5%,
COc1cc2c(cc1OC)CN(C(=O)CNC(=O)c1ccc(OC(F)F)cc1)CC2,-7%,-15%,-9%,-6%,4.6%,
CCN(CC)CCCN1C=C2C(=O)C(C)(OC(=O)C3CCCC3)C(=O)C(c3ccccc3)=C2C=C1CCCC(=O)OC (stereo unspecified),11%,-1%,2%,1%,1.2%,
CCn1c(SCc2nc3ccccc3s2)nc2cc(S(=O)(=O)N3CCOCC3)ccc21,14%,2%,9%,0%,6.7%,
COc1ccc(C(=O)NCC(c2ccco2)N2CCCC2)cc1S(=O)(=O)N1CCCCC1C (stereo unspecified),-16%,-9%,x,-5%,8.0%,
CCOC(=O)c1ccc(NC(=O)CSc2nnc(CC)o2)cc1,u,-7%,-1%,u,1.9%,
O=C(NCc1ccco1)c1ccc(OCC2CCCO2)cc1 (stereo unspecified),6%,-6%,-9%,-10%,i,
Cc1ccc(S(=O)(=O)N2C(=O)CCC2C(=O)O/N=C(\N)c2ccc([N+](=O)[O-])cc2)cc1 (stereo unspecified),8%,-16%,-3%,-7%,3.0%,
C[C@]12CC[C@@H](O)CC1=CCC1C2CC[C@]2(C)C(=O)[C@H](F)CC12 (stereo partly specified),-3%,-5%,x,-3%,0.5%,
CC[n+]1c(C)sc2cc(C)ccc21,22%,1%,-2%,53%,0.4%,
Cn1c(N)c(C(=O)COC(=O)COc2ccc(Cl)cc2Cl)c(=O)n(C)c1=O,4%,-5%,x,8%,1.4%,
CC(C)(C)c1cc(NS(=O)(=O)c2ccc(Br)s2)no1,21%,-11%,-5%,3%,4.1%,
Cc1cccc(OCC(=O)OCC(=O)NCC2CCCO2)c1C (stereo unspecified),-8%,-20%,x,-6%,0.2%,
O=C1Nc2c(c(=O)[nH]c(=O)n2-c2ccccc2F)C(C(F)(F)F)(C(F)(F)F)N1,-1%,2%,3%,5%,0.1%,inhibitors of VEEV 10K pilot screen=1.1
CC[C@]1(C(=O)OC)[C@H]2C(=O)N(C)C(=O)[C@H]2[C@H]2CN(C)C(=NC)N21,x,-2%,x,x,0.3%,
COc1ccc(N2C(=O)CC(NNC(=O)c3ccc(Br)s3)C2=O)cc1 (stereo unspecified),17%,9%,-7%,-2%,i,
CC1CCCCN1CCCNc1c(C=O)c(=O)[nH]c2ccccc12 (stereo unspecified),6%,-22%,-5%,0%,1.2%,

# Random excerpt: 4 records from the list, in no set order.
SMILES,tuberculosis growth,influenza NS1A,Salmonella PhoP GFP,M. tuberculosis HTS,inhibitors of VEEV,others
CC1CCCCN1CCCNc1c(C=O)c(=O)[nH]c2ccccc12 (stereo unspecified),6%,-22%,-5%,0%,1.2%,
Cc1cccc(OCC(=O)OCC(=O)NCC2CCCO2)c1C (stereo unspecified),-8%,-20%,x,-6%,0.2%,
CC(C)(C)c1cc(NS(=O)(=O)c2ccc(Br)s2)no1,21%,-11%,-5%,3%,4.1%,
COc1ccc(N2C(=O)CC(NNC(=O)c3ccc(Br)s3)C2=O)cc1 (stereo unspecified),17%,9%,-7%,-2%,i,
